# AmpC inh detg: AmpC beta-lactamase inhibition with detergent present | Potency, µM (titrated, usually from 114 µM), for the others: at the highest dose activity change, negative = inhibition, most hits filed as inhibitors | actives 0.041% (n = 370,000) | AmpC hydrolysis of nitrocefin, absorbance 480 nm, 0.01% Triton | P00811;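 further: potency means the concentration at half of the fitted maximal effect; 0% = no-compound wells and -100% = no-enzyme wells; nearly all actives have a fitted effect of over 25% in size; some results filed as inactive show a strong effect at the top dose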
# Target sequence (P00811 whole entry, looked up): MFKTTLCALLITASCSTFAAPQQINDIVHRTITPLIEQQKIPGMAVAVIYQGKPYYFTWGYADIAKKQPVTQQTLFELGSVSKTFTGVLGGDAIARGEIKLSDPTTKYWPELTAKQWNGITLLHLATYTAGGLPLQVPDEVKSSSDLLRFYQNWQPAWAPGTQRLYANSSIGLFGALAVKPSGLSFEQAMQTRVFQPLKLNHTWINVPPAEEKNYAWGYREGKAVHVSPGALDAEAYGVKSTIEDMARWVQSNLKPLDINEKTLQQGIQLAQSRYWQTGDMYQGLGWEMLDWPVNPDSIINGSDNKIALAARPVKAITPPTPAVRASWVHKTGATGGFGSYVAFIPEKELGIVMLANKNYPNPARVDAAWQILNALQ
#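 AmpC (5.3 nM in the dispensed reagent) in 20 mM phosphate pH 7.0 with 0.01% (detergent screen) or 0.0001% Triton X-100 was preincubated with compounds for 15 min at room temperature. Nitrocefin was then added from an 800 uM solution, and hydrolysis was followed at 480 nm.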
# HCMV inh: blocks human cytomegalovirus replication; activity change, negative = inhibition, % at 57.5 µM; actives 4.5% (n = 410,000); HFF cells, HCMV-luciferase reporter, 72 h; active compounds read low; in the data active means activity change below about -60%; inconclusive means no clear call, values can overlap the other calls; inactive means above about -39%
#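 Compounds were evaluated in HFFs infected with an HCMV luciferase reporter virus (MOI 1 PFU/cell). Luciferase in lysates collected 72 h post infection served as the replication measure.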
# Sm TGR inh: inhibitors of Schistosoma mansoni thioredoxin glutathione reductase; Q962Y6; purified TGR, DTNB reduction, TNB absorbance 405 nm; Potency, µM (doses to about 114 µM), for inactives: at the top dose activity change, negative = inhibition, actives largely listed as inhibitors; actives 3% (n = 360,000); further: potency means the concentration at half of the fitted maximal effect; nearly all actives have a fitted effect of over 60% in size
#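 Kinetic colorimetric format: TGR-catalysed, NADPH-driven DTNB reduction monitored via TNB absorbance. Enzyme dispensed at 20 nM; compound exposure 15 min at room temperature before reaction start.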
# Tb PYK inh: blocks Trypanosoma brucei pyruvate kinase; Q57TT1; TbPYK enzyme, Kinase-Glo Plus ATP luminescence, 45 min; Potency, µM (doses to about 76.8 µM), for inactives: top-dose activity, negative = inhibition, usual class: inhibitors; actives 0.12% (n = 410,000); AID 624173; further: potency means the concentration at half of the fitted maximal effect; nearly all actives have a fitted effect of over 50% in size
#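 ADP (130 uM final) triggers the TbPYK reaction after compound addition; incubation is 45 min at room temperature. Kinase-Glo Plus is then added and luminescence imaged. Normalized data are fitted to concentration-effect curves.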
# AMA1-RON2 inh: AMA1-RON2 (P. falciparum) interaction inhibition; AID 720542; Potency, µM (titrated, usually from 58.2 µM), without a hit: at the top dose activity change, negative = inhibition, actives largely listed as inhibitors; AlphaScreen AMA1-biotinylated RON2 peptide binding; actives 0.2% (n = 360,000);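 further: potency means the concentration at half of the fitted maximal effect; 0% = vehicle wells and -100% = peptide control; nearly all actives have a fitted effect of over 45% in size; some results filed as inactive show a strong effect at the top dose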
#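 AMA1 (3D7) with his tag at 25 nM final met compounds first, then biotinylated RON2 peptide at 25 nM; detection used donor plus acceptor beads, 10 µg/mL apiece, read by AlphaScreen after 30 min at room temperature.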
# AmpC no deterg: inhibitors of E. coli AmpC beta-lactamase without detergent; P00811; AmpC nitrocefin hydrolysis, absorbance 480 nm, 0.0001% Triton; Potency, µM (titrated, usually from 57.1 µM), without a hit: at the top dose activity change, negative = inhibition, hits mostly inhibitors; actives 0.52% (n = 330,000); AID 485341;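 further: potency means the concentration at half of the fitted maximal effect; plate controls were no compound for no effect and no enzyme for full effect; nearly all actives have a fitted effect of over 20% in size; some results filed as inactive show a strong effect at the top dose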
#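 20 mM phosphate pH 7.0 + 0.01% (detergent screen) or 0.0001% Triton X-100; 5.3 nM AmpC reagent; cpd preinc 15 min RT; nitrocefin (800 uM stock) to start; A480 q20 s × 4 min; Activity was normalised to no-enzyme and no-compound control wells.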
# LmPK inhibitor: blocks Leishmania mexicana pyruvate kinase activity. purified LmPK, Kinase-Glo ATP luminescence, 1 h. actives 0.37% (n = 290,000). Q27686. AID 1721. Potency, µM (series often up to 57.5 µM), for inactives: at the top dose activity change, negative = inhibition, most hits filed as inhibitors; further: potency means the concentration at half of the fitted maximal effect
# Target sequence (Q27686 whole entry, looked up): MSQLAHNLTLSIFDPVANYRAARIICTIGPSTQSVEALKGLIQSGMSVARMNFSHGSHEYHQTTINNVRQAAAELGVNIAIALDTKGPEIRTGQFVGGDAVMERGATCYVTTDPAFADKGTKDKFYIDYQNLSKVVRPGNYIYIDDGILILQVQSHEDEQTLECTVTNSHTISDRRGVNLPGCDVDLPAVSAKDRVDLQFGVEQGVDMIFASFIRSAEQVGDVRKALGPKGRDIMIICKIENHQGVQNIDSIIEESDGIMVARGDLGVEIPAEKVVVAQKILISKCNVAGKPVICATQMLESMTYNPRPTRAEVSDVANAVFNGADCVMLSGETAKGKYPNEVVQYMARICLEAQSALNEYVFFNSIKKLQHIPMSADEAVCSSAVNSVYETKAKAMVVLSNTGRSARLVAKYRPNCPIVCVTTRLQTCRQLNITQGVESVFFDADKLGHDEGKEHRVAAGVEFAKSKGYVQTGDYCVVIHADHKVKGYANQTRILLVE
#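 Pyruvate kinase activity monitored as ATP production (luciferase luminescence). Conditions: 0.1 nM enzyme, 0.5 mM PEP, 0.1 mM ADP, 1 h, RT; normalized against uninhibited and no-enzyme wells.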
# * = called active by the depositor; ? = inconclusive; . = not tested or not shown; [ ] = dose if it differs, or a comment. Unless noted, the call rests on the fitted dose curve; in most records, active means well fitted curve in the direction sought with a large enough effect; inconclusive means small, poorly fitted or top-dose-only effect, or another doubt; inactive means no such curve, though single readings can be large; an effect the other way counts as inactive or inconclusive. Unless noted, on the % scale 0 is the no-effect control and ±100 the full control effect.
SMILES | AmpC inh detg | HCMV inh | Sm TGR inh | Tb PYK inh | AMA1-RON2 inh | AmpC no deterg | LmPK inhibitor
Nc1cc(S(=O)(=O)Nc2ccccc2Cl)ccc1N1CCCCC1 | . | ? | . | -30% | -9% | -49% | .
CCOc1ccccc1NC(=O)c1ccc(-n2cncn2)nc1 | 0% | -37 | . | -1% | 0% | -9% | 1%
Cc1cc(C)cc(OCC(=O)Nc2cccc3cccnc23)c1 | 19% | 12 | 4% | ? | . | . | .
CCC(=O)Nc1c(C(=O)N2CCCCCC2)cnn1-c1ccc(C)c(C)c1 | -12% | 1 | -3% | 4% | -7% | -11% | 0%
CCOc1cc(/C=N/NC(=O)Nc2ccccc2)ccc1O | -4% | 16 | -3% | -4% | 44%[activator] | -40% | 4%
Cc1ccc(C(=O)N/C(=C\c2cccs2)C(=O)N2CCN(C)CC2)cc1C | -1% | -23 | 1% | 6% | 5% | 6% | -8%
Cc1oc(=O)c(NC(=O)c2ccccc2)cc1C(C)O (stereo not given) | 5% | 21 | 0% | -3% | 7% | -25% | 2%
COc1ccc(OCC(=O)NC(=O)c2ccccc2)c([N+](=O)[O-])c1 | 7% | 3 | 2% | -3% | -2% | -10% | .
CCOC(=O)c1ccc2c(c1)nc(SCC(=O)N1CCOCC1)n2CC | 1% | -3 | 14% | -9% | -4% | 13% | -3%
N#Cc1cc(-c2ccccc2)c[nH]c1=O | -6% | 4 | -6% | -4% | -10% | 4% | -2%
CCCc1c(O)nc(SCCN(CC)CC)[nH]c1=O | -3% | 72 | -4% | -18% | -11% | -14% | 9%
COc1ccc(C)cc1S(=O)(=O)Nc1ccc(F)cc1 | -3% | 38 | -4% | -2% | 0% | -13% | -16%
CCCCOc1ccccc1C(=O)NNC(=S)NC(=O)c1ccccc1[N+](=O)[O-] | ? | ? | -10% | 5% | 91%[activator] | -51% | -1%
COc1cc(C(=S)N2CCOCC2)cc(OC)c1OC(=O)Cc1ccc(F)cc1 | -3% | 14 | 0% | -17% | -4% | 92%[activator] | 1%
CC(NC(=O)COC(=O)c1ccc([N+](=O)[O-])o1)c1ccccc1 (stereo not given) | . | -18 | . | 0% | 5% | -10% | .
COc1ccc(CCNS(=O)(=O)c2ccc3c(c2)NC(=O)CS3)cc1OC | 0% | -17 | -8% | -2% | -8% | -28% | 4%
CCCCOc1ccc(C(=O)NCC(=O)N2CCN(Cc3ccc4c(c3)OCO4)CC2)cc1 | 13% | -68* | 1% | 3% | -5% | 193%[activator] | .
O=C(COC(=O)c1nc(Cl)ccc1Cl)NC(=O)c1ccccc1 | 2% | -2 | 0% | -2% | -5% | -17% | -6%
CCO[C@@H]1OC(C(=O)N2CCN(Cc3ccc4c(c3)OCO4)CC2)=C[C@H](c2coc3ccccc3c2=O)[C@H]1CCCO | -3% | -89* | -16% | -5% | -8% | 205%[activator] | 5%
Cn1c(CCNC(=O)c2ccco2)nc2cc(NC(=O)c3ccccc3)ccc21 | 0% | 0 | -33% | -5% | -4% | -31% | -4%

# A draw from above in order of count of non-hydrogen atoms, low to high:
SMILES | AmpC inh detg | HCMV inh | Sm TGR inh | Tb PYK inh | AMA1-RON2 inh | AmpC no deterg | LmPK inhibitor
N#Cc1cc(-c2ccccc2)c[nH]c1=O | -6% | 4 | -6% | -4% | -10% | 4% | -2%
CCCc1c(O)nc(SCCN(CC)CC)[nH]c1=O | -3% | 72 | -4% | -18% | -11% | -14% | 9%
Cc1oc(=O)c(NC(=O)c2ccccc2)cc1C(C)O (stereo not given) | 5% | 21 | 0% | -3% | 7% | -25% | 2%
CCOc1cc(/C=N/NC(=O)Nc2ccccc2)ccc1O | -4% | 16 | -3% | -4% | 44%[activator] | -40% | 4%
Cc1cc(C)cc(OCC(=O)Nc2cccc3cccnc23)c1 | 19% | 12 | 4% | ? | . | . | .
Nc1cc(S(=O)(=O)Nc2ccccc2Cl)ccc1N1CCCCC1 | . | ? | . | -30% | -9% | -49% | .
CCOC(=O)c1ccc2c(c1)nc(SCC(=O)N1CCOCC1)n2CC | 1% | -3 | 14% | -9% | -4% | 13% | -3%
CCC(=O)Nc1c(C(=O)N2CCCCCC2)cnn1-c1ccc(C)c(C)c1 | -12% | 1 | -3% | 4% | -7% | -11% | 0%
Cn1c(CCNC(=O)c2ccco2)nc2cc(NC(=O)c3ccccc3)ccc21 | 0% | 0 | -33% | -5% | -4% | -31% | -4%
CCCCOc1ccc(C(=O)NCC(=O)N2CCN(Cc3ccc4c(c3)OCO4)CC2)cc1 | 13% | -68* | 1% | 3% | -5% | 193%[activator] | .
CCO[C@@H]1OC(C(=O)N2CCN(Cc3ccc4c(c3)OCO4)CC2)=C[C@H](c2coc3ccccc3c2=O)[C@H]1CCCO | -3% | -89* | -16% | -5% | -8% | 205%[activator] | 5%

# The listing continues.
SMILES | AmpC inh detg | HCMV inh | Sm TGR inh | Tb PYK inh | AMA1-RON2 inh | AmpC no deterg | LmPK inhibitor
CCn1nnc(NC(=O)c2ccc(Br)o2)n1 | -6% | 10 | -5% | 0% | -23% | -11% | -7%
COc1cccc(CN2CCC(n3nccc3NC(=O)CCCc3ccccc3)CC2)c1O | -8% | 0 | 8.9µM* | -10% | 3% | 68%[activator] | -7%
Cn1c(=O)c2c(nc(N3CCOCC3)n2Cc2ccccc2F)n(C)c1=O | 5% | -104* | 7% | -7% | . | . | .
CN(Cc1ccccc1Cl)C(=O)c1cnccc1C(F)(F)F | 7% | -3 | ? | 0% | 4% | -3% | 1%
CCc1nnc(NC(=O)CSc2nc(N)c(NC(=O)c3ccc(OC)cc3)c(=O)[nH]2)s1 | -14% | 75 | 1% | -13% | 14% | -1% | 0%
O=C(CN1CCOCC1)N1N=C(c2cccs2)CC1c1cccs1 (stereo not given) | -1% | -23 | 3%[57.1 µM] | 0% | 2% | 22% | -11%
COc1ccc(-c2noc(CN3CCC(Cc4ccccc4)CC3)n2)cc1 | ? | -24 | -3% | -22% | 0% | 30% | -3%
COc1ccc(N2CCCn3c2nc2c3c(=O)n(Cc3ccccc3F)c(=O)n2C)cc1 | 4% | . | -2% | . | . | -5% | -3%
CC(=O)Nc1ccccc1Oc1ccccc1 | -1% | 17 | 2% | 1% | -11% | -24% | -2%
O=C(CN1CCOCC1)Nc1nc2ccc(F)cc2s1 | ? | 179 | 2% | -2% | 7% | -7% | -9%
O=c1c2c(-c3ccc([N+](=O)[O-])cc3)csc2nc2n1CCC2 | 4% | -38 | 4% | -26% | -1% | -8% | -3%
CC(C)c1ccc(NC(=O)Cc2cn(C)c3ccccc23)cc1 | 8% | 55 | 0% | -8% | ? | -34% | 1%
Cc1cccc(NC(=O)COC(=O)Cc2c[nH]c3ccccc23)c1C | ? | 44 | 6% | -12% | -4% | -16% | 1%
CCOC(=O)c1cccc(NS(=O)(=O)c2cc(-c3cnc(C)o3)ccc2OC)c1 | -9% | -9 | -1% | -11% | . | . | .
OCCCc1ccc(O)c(O)c1 | -7% | 0 | 3.5µM* | -16% | -1% | 7% | 4%
COC(=O)c1c(C)oc(C)c1S(=O)(=O)NC(C)(C)C | -5% | -6 | 25µM* | -5% | -19% | -1% | 0%
Cc1ccc(N=Cc2ccc[nH]2)c(O)c1 | 2% | 106 | ? | -6% | 3% | -24% | -1%
COc1ccc(CNC(=O)CN(C(=O)CCC(=O)Nc2ccccn2)c2cccc(C)c2C)cc1 | -8% | -23 | -22% | 3% | 6% | 59% | 10%
Cc1ccc(-c2csc3nc(C)n(N)c(=O)c23)o1 | -8% | 29 | ? | -6% | -8% | -7% | -3%
CCC(=NCCN1CCCCC1)c1c(O)n(C)c(=O)n(C)c1=O | -9% | 18 | ? | -15% | 33%[activator] | 5% | 2%
COc1ccc(NS(=O)(=O)c2cc(-c3cnc(C4CC4)o3)ccc2C)cc1 | 1% | -26 | 8% | 0% | -3% | -19% | -9%
O=C(COC(=O)/C=C/c1ccc(S(=O)(=O)N2CCOCC2)cc1)Nc1ccccc1F | . | 35 | . | 4% | -6% | -13% | .
CC(=O)c1ccc(OCc2cc(C(=O)N3CCOCC3)no2)cc1 | 1% | 153 | 0% | 2% | 4% | -4% | 3%
O=C(Nc1cc(Sc2nc3ccccc3s2)cc([N+](=O)[O-])c1)c1ccccc1F | -1% | 1 | -27% | -5% | -23% | ? | 3%
COC(=O)/C(=C/c1ccc(OC)cc1)NC(=O)c1ccco1 | ? | ? | -7% | -7% | -8% | -10% | -4%
COc1cccc(C(c2sc3ncnn3c2O)N2CCN(C(=O)c3ccco3)CC2)c1 (stereo not given) | -4% | 29 | -19% | -4% | -1% | 1% | 3%
CC(C)CCSc1nc2[nH]ncc2c(=O)[nH]1 | ? | 2 | -1% | 4% | -2% | -13% | 2%
COC(=O)C1CCN(Cc2cn(Cc3ccccc3)nc2-c2cc3ccccc3o2)CC1 | 9% | 14 | 14% | -9% | -7% | 201%[activator] | 5%
Cc1cccc(N(CC(=O)NCCc2ccccc2)C(=O)CCC(=O)Nc2ccccn2)c1C | -1% | 26 | -1% | 5% | -14% | 78%[activator] | 0%
CC(C)C(c1nnnn1C1CCCCC1)N1CCc2ccccc2C1 (stereo not given) | -8% | 60 | 0% | 2% | 0% | -9% | 1%
CC(=O)c1cccc(S(=O)(=O)NC2CCSc3ccccc32)c1 (stereo not given) | 0% | -11 | -11% | 0% | -10% | -42% | 5%

# Copied from the list:
# HCMV inh result of CN(Cc1ccccc1Cl)C(=O)c1cnccc1C(F)(F)F is entered as -3
# Sm TGR inh result of Cc1cccc(NC(=O)COC(=O)Cc2c[nH]c3ccccc23)c1C is entered as 6%

# From PubChem
